OX1R antag-1 = antagonists of human orexin 1 receptor (OX1R); inhibition, % at 6.6 µM; 330,000 tested, 1.8% active; OX1R-expressing cells, FRET antagonist read-out; AID 485270, 2010; in the data active = inhibition mostly above about 38%, no sharp cut-off; inactive = mostly below about 40%;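 note: 0% = agonist challenge alone and 100% = reference antagonist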
Target sequence (O43613 whole entry, looked up): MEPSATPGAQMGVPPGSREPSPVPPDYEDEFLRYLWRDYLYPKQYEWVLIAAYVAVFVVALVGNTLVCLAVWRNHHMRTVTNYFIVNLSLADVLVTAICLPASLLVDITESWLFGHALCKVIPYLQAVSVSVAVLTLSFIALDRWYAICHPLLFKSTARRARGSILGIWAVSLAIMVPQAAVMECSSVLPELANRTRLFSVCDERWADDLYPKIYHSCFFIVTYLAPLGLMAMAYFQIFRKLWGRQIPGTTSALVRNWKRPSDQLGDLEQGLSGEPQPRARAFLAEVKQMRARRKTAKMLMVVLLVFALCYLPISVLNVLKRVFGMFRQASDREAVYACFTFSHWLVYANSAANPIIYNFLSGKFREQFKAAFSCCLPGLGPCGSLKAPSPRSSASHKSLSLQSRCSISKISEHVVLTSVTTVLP
OX1R antag-2 = OX1R (HCRTR1) antagonists, primary screen, fluorescence, CHO/OX1R cells, Fluo-8 calcium, orexin A; Orexin/Hypocretin receptor type 1 (Homo sapiens), O43613; Fluo-8 calcium fluorescence; inhibition, % at 5 µM; 330,000 tested, 0.43% active; AID 434989, 2010;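 active = inhibition above its plate's threshold, mean inhibition of all tested compounds on the plate plus 3 SD, cut at about 37% in these data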;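 note: 0% = orexin A challenge wells and 100% = SB-334867-A antagonist wells; not every result past the cut was called active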
CHT allo act = CHT positive allosteric modulators, primary screen, cell-based, membrane potential dye, choline EC20; High affinity choline transporter 1 (Homo sapiens), Q9GZV3; CHT-expressing cells; hits give high values; LV-AA mutant CHT in HEK293 cells; B-score at 10 µM; 310,000 tested, 0.49% active; AID 488977, 2010;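 active = initial fluorescence not abnormally high and integrated response B-score, plate-corrected, over 3 SD above library mean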
Target sequence (Q9GZV3 whole entry, looked up): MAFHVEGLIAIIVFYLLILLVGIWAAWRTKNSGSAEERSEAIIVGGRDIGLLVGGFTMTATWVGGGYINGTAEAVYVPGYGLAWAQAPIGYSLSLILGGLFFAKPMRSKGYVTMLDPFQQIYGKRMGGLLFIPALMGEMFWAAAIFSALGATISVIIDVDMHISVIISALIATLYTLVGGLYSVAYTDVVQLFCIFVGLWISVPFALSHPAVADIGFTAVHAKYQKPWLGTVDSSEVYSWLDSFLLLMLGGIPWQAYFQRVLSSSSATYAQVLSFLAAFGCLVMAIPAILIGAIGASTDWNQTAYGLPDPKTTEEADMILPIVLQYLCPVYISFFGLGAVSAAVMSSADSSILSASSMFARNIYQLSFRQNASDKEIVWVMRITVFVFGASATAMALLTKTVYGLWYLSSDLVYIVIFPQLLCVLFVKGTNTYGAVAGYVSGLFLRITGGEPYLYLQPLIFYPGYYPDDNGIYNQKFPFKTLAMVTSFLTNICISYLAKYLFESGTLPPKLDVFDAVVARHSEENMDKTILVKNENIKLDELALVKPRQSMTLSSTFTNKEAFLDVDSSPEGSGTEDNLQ
Numbers without * were called inactive; i = inactive; . = no result given.

Every second line gives: OX1R antag-1	OX1R antag-2	CHT allo act
1. CC(=O)Nc1ccc(C2NC(=S)N(c3ccccc3C(F)(F)F)C(C)=C2C(=O)N2CCOCC2)cc1 (stereo unspecified)
  27	-17	i
2. CCOC(=O)c1nnn2c1nc(N(CC)CC)c1ccccc12
  21	-51	i
3. CN1CCN(c2ccc(-c3cccc(NC(=O)COc4ccccc4)c3)nn2)CC1
  8	-17	i
4. CC1(C)NC(C)(C)c2nonc2/C1=N\O
  4	-8	i
5. Nc1nonc1-n1nnc(C(=O)c2ccccc2)c1-c1ccccc1
  42	-4	i
6. O=C(NCCc1ccc(C(F)(F)F)cc1)c1ccc(Cl)nc1
  5	-24	i
7. CCOC(=O)c1c(C)[nH]c(C(=O)COC(=O)Cn2cc(C(F)(F)F)ccc2=O)c1C
  0	5	.
8. CC(=O)Nc1ncc(N=Nc2cccc(C(F)(F)F)c2)s1
  24	-21	i
9. Cc1c(C(=S)Nc2ccccc2)cnn1-c1ccccc1
  18	-14	i
10. COc1ccc(NC(=O)c2ccc(C)cc2)c(OC)c1
  29	-30	i
11. CC(C)NC(=O)C1CCCN(S(=O)(=O)c2ccc(-n3cnnn3)cc2)C1 (stereo unspecified)
  3	2	i
12. CC1CCN(C(=O)COc2ccc(S(=O)(=O)N3CCOCC3)cc2)CC1
  17	-37	i
13. [N-]=[N+]=NCCN1CCN(Cc2ccccc2)CCC1=O
  32	-4	i
14. CSC1=C(C#N)C(c2ccccc2Cl)C(C(C)=O)=C(C)N1 (stereo unspecified)
  15	-21	i
15. CCCCn1c(N)c(N(CCOC)C(=O)c2ccc(OCc3c(C)noc3C)cc2)c(=O)[nH]c1=O
  6	-4	.
16. CCN(CC)S(=O)(=O)c1ccc(NC(=O)c2cnc(C)cn2)cc1
  13	-4	i
17. Cc1ccccc1-n1c(Cn2c(=O)sc3ccccc32)nnc1SCC(=O)NCC1CCCO1 (stereo unspecified)
  7	-24	i
18. COc1ccc(CNC(=O)CSc2nnc(Cn3nnc4ccccc43)n2C)cc1
  3	-12	i
19. O=C1NN(c2ccccc2)C(=O)/C1=C/c1cccs1
  18	-4	i
20. O=C(Nc1ccc2c(c1)OCCO2)c1cc2ccccc2o1
  37	-1	i

(further entries)
Every second line gives: OX1R antag-1	OX1R antag-2	CHT allo act
21. CCCCSCCCNC(=O)CS(=O)Cc1nc(-c2cccc(C)c2)oc1C (stereo unspecified)
  7	-21	i
22. CC(C)Oc1ccc(C(=O)OCC(=O)NC2CCCCCC2)cc1
  12	-2	.
23. CC(C)N(Cc1nc(-c2ccccc2)no1)C(=O)Cc1ccccc1
  78*	10	i
24. CC(=O)c1cccc(N2C(=NC(=O)C3CCCCC3)SC3CS(=O)(=O)CC32)c1 (stereo unspecified)
  15	-19	i
25. CCCCc1ccc(S(=O)(=O)NNC(=S)NCc2ccco2)cc1
  21	-8	i
26. COCCN(CC(=O)Nc1cccc(C)c1C)C(=O)C1(c2ccccc2)CC1
  8	-24	.
27. COC(=O)C(NC=O)C(O)(Cc1ccccc1)C(F)(F)F (stereo unspecified)
  17	-14	i
28. O=C(Nc1ccc(F)cc1)C(c1ccccc1)N1CCN(S(=O)(=O)c2ccccc2)CC1 (stereo unspecified)
  16	-9	i
29. Cc1cccc([C@@H]2[C@@H]3C(=O)N(Cc4ccccc4)C(=O)[C@@H]3[C@]3(Cc4ccccc4)C(=O)N(c4ccccc4)C(=O)N23)c1
  20	-13	i
30. COC(=O)C1(C)NC(c2ccco2)C2C(=O)N(c3ccc(C)cc3)C(=O)C21 (stereo unspecified)
  8	-20	i
31. COC(=O)c1ccc(OC(=O)C2CC(=O)N(c3cccc(C)c3)C2)cc1 (stereo unspecified)
  9	-9	i
32. C/C(=N\N=C(/N)SC1CC(=O)N(c2ccccc2)C1=O)c1cccs1 (stereo unspecified)
  48	-2	i
33. O=C(Nc1ccccc1C(=O)O)c1cc(S(=O)(=O)N2CCOCC2)cs1
  14	10	i
34. Cc1cc(C)nc(Nc2ccc(N3CCOCC3)cc2)n1
  15	-6	i
35. O=C(N/N=C/c1cc(Br)ccc1OC(=O)c1ccc(Br)cc1)c1ccncc1
  7	1	i
36. CCc1ccc(C2c3[nH]c4ccccc4c3CCN2C(=O)c2ccc(=O)n(C)n2)cc1 (stereo unspecified)
  29	-14	i
37. CC1CCN(C(=O)C2CCN(S(=O)(=O)c3cnc[nH]3)CC2)CC1
  16	7	i
38. NC(CCCCCP(=O)(c1ccccc1)c1ccccc1)C(=O)O (stereo unspecified)
  6	-7	i
39. O=C(Nc1ccc(N2CCCCC2)cc1)c1ccc2c(c1)OCCO2
  10	-7	i
40. Cc1ccccc1C(=O)NNC(=O)C1CCN(C(=O)Nc2ccccc2)CC1
  3	-15	i

Quoted from above, six compounds:
Every second line gives: OX1R antag-1	OX1R antag-2	CHT allo act
1. CC(=O)Nc1ccc(C2NC(=S)N(c3ccccc3C(F)(F)F)C(C)=C2C(=O)N2CCOCC2)cc1 (stereo unspecified)
  27	-17	i
2. CCOC(=O)c1nnn2c1nc(N(CC)CC)c1ccccc12
  21	-51	i
3. CN1CCN(c2ccc(-c3cccc(NC(=O)COc4ccccc4)c3)nn2)CC1
  8	-17	i
4. CC1(C)NC(C)(C)c2nonc2/C1=N\O
  4	-8	i
5. Nc1nonc1-n1nnc(C(=O)c2ccccc2)c1-c1ccccc1
  42	-4	i
6. O=C(NCCc1ccc(C(F)(F)F)cc1)c1ccc(Cl)nc1
  5	-24	i

Remaining list, next part.
Every second line gives: OX1R antag-1	OX1R antag-2	CHT allo act
41. Cc1ccc(C(=O)NC2CCN(CC(=O)Nc3cccc([N+](=O)[O-])c3)CC2)cc1
  6	-18	i
42. NC(=O)CN1C(=O)C(=O)N(Cc2ccccc2)C1=O
  -4	-7	i
43. CN1C(=O)c2ccc(C(=O)NCc3ccccn3)cc2C1=O
  44	-3	i
44. CC1CCCN(CCC(=O)Nc2ccc3c(c2)CCC3)C1 (stereo unspecified)
  -2	-27	i
45. COc1ccc(N(CC(=O)N/N=C(\C)CCc2ccccc2)S(=O)(=O)c2ccc(C)cc2)cc1
  9	-36	i
46. CCCN(CC(=O)Nc1ccccc1C)C(=O)C1CCN(C(=O)Nc2ccccc2)CC1
  25	-19	i
47. O=C(Nc1cccc(NC(=O)c2ccc(Cl)cc2)n1)c1ccc(Cl)cc1
  2	-3	i
48. Cc1ccc(OCC(=O)Nc2cccc(S(=O)(=O)N3CCCCCC3)c2)cc1C
  30	19	i
49. CCOc1ccccc1NC(=O)CCN(c1ccc(C)cc1)S(=O)(=O)c1ccccc1
  55	1	i
50. COc1ccc(C2CC(O)(c3ccccc3)Oc3cc(OC)ccc32)cc1 (stereo unspecified)
  21	-15	i
51. CCOP(=O)(OCC)C(NC(=O)c1ccc(OC)c(OC)c1)c1ccccc1 (stereo unspecified)
  1	-17	i
52. CCOC(=O)c1cc(-c2ccc(OC(F)F)cc2)nc2c1c(=O)[nH]c(=O)n2C
  -5	-2	i
53. Cc1ccc2c(COC(=O)c3ccccc3Cl)cc(=O)oc2c1
  6	-23	i
54. COc1ccc(C(=O)C2CCCN(C(=O)c3cccc(Cl)c3F)C2)cc1OC (stereo unspecified)
  8	-26	i
55. COC(=O)Cn1c(=O)c(C(=O)CCl)c(N)n(Cc2ccccc2)c1=O
  5	0	i
56. COc1ccc(OC)c(N/C=C2/CCCCC2=O)c1
  12	-10	i
57. Cc1ccc(C(=O)Nc2ccncc2)cc1[N+](=O)[O-]
  14	11	i
58. Cc1nnc(SCCn2c(N(C)Cc3ccccc3)nc3c2c(=O)n(C)c(=O)n3C)s1
  7	-12	i
59. O=C(Nc1ccccc1)C1=C(O)CC(c2ccco2)CC1=Nc1ccccc1 (stereo unspecified)
  9	-17	i
60. Cc1ccc(S(=O)(=O)N2CCN(C(=O)N(C)C)CC2)cc1C
  0	-5	i

Laid out differently: 2 of the compounds above
60) Cc1ccc(S(=O)(=O)N2CCN(C(=O)N(C)C)CC2)cc1C
  OX1R antag-1 = 0	OX1R antag-2 = -5	CHT allo act = i

48) Cc1ccc(OCC(=O)Nc2cccc(S(=O)(=O)N3CCCCCC3)c2)cc1C
  OX1R antag-1 = 30	OX1R antag-2 = 19	CHT allo act = i

(more compounds)
Every second line gives: OX1R antag-1	OX1R antag-2	CHT allo act
61. O=C(NNC(=O)c1ccccc1F)c1ccc2[nH]c(=O)c(=O)[nH]c2c1
  8	-13	i
62. Cc1oc2c(CN3CCCCC3)c(O)ccc2c(=O)c1-c1ccc(Cl)cc1
  9	-12	i
63. CSc1ncccc1C(=O)OCC(=O)NC(C)(C)C
  17	-15	i
64. Cc1cccc(C(=O)NC2CCN(CC(=O)Nc3ccccc3Cl)CC2)c1
  8	-17	i
65. Cc1ccc(NC(=O)CSc2nnc(NC(=O)C(C)C)s2)c(C)c1
  26	-15	i
66. O=C(COc1ccccc1Cl)N(Cc1ccco1)C1CCS(=O)(=O)C1 (stereo unspecified)
  20	-18	i
67. COc1nc(-c2cccc([N+](=O)[O-])c2)nc2ccccc12
  5	-1	i
68. Cc1ncc(CO)c2cc(C(N)=O)c(=Nc3ccccc3)oc12
  150*	-19	i
69. COCC1CCCCN1C(=O)c1ccc(OC2CCN(Cc3ccccn3)CC2)cc1 (stereo unspecified)
  17	-21	i
70. Cc1ccc(C(=O)N2CCCC(CCC(=O)N3CCN(c4ccccn4)CC3)C2)cc1C (stereo unspecified)
  7	-61	i
71. Cc1cc(C)cc(N2CC(C(=O)O)CC2=O)c1 (stereo unspecified)
  9	-12	i
72. COC(=O)C(Cc1ccccc1)NC(=O)CSc1nc(N)cc(=O)[nH]1 (stereo unspecified)
  11	-5	i
73. CC(=O)Oc1ccc(C(=O)Nc2cc(NC(=O)c3ccc(OC(C)=O)cc3)cc(C(=O)NC(C)(C)C)c2)cc1
  4	8	i
74. O=C1CCCC(=O)N1c1ccc(O)cc1
  3	-5	i
75. N/C(=N\OC(=O)c1ccc(Br)o1)c1ccccn1
  11	-1	i
76. Cc1ccc(-c2csc(NC(=O)N3CCOCC3)n2)cc1
  18	-13	i
77. Cn1nnnc1SCC(=O)Nc1ccccc1Cc1ccccc1
  23	4	i
78. CCOC(=O)c1c(NC(=O)C2C3C=CC(C3)C2C(=O)O)sc2c1CC(C)CC2 (stereo unspecified)
  26	-15	i
79. COc1ccc(-c2cc(-c3ccccc3)nc(SCC(=O)Nc3nccs3)c2C#N)cc1
  3	-22	i
80. Cc1ccc(C(C)(C)C)cc1S(=O)(=O)Nc1ncnc2sccc12
  6	6	.

The results go on:
Every second line gives: OX1R antag-1	OX1R antag-2	CHT allo act
81. COc1cccc(NC(=O)C2C(c3ccccc3)C2(Cl)Cl)c1 (stereo unspecified)
  21	-23	i
82. CCCc1ccc(OCC(=O)Nc2cc(S(=O)(=O)CC)ccc2O)cc1
  2	-1	i
83. O=C1NC2=C(C(=O)CCC2)C(c2ccccc2Cl)N1 (stereo unspecified)
  -5	-7	i
84. N#C/C(=C(/O)COC(=O)CCCNC(=O)c1ccc(Cl)cc1)c1nc2ccccc2[nH]1
  7	-36	i
85. COc1ccc(Cn2nnnc2CN2CCOCC2)cc1
  11	-25	i
86. CCc1nnc(N/N=C/c2c(C)[nH]c3ccccc23)n1N
  68*	3	i
87. Cc1ccc(-n2c(C)cc(C(=O)COC(=O)C3=NNC(=O)CC3)c2C)cc1
  31	-18	i
88. CC12CCC(=O)N1C(C(=O)NNC(=O)COc1ccccc1F)CS2 (stereo unspecified)
  5	-14	.
89. CSc1ccccc1OCc1cc(C(=O)NCCC2=CCCCC2)no1
  38	-31	i
90. CC(C)N(C(=O)COC(=O)c1ccc(Cl)s1)c1ccccc1
  6	-8	.
91. c1ccc2c(NCC3CCCO3)nc(N3CCCCC3)nc2c1 (stereo unspecified)
  11	-30	i
92. Cc1cccc(N2C(=O)c3cccc4cccc(c34)C2=O)c1
  32	-18	i
93. Cc1ncc([N+](=O)[O-])n1CCOC(=O)Nc1ccc([N+](=O)[O-])cc1
  24	6	i
94. Cc1[nH]c2ccc(C(=O)N3CCN(c4ccccc4Cl)CC3)cc2c1C
  6	-32	i
95. C=C(C)C1CC=C(C)/C(=N/NC(=O)c2cccc([N+](=O)[O-])c2)C1 (stereo unspecified)
  29	-8	i
96. Cc1ccc(Cn2c(=N)c(C(=O)NCC3CCCO3)cc3c(=O)n4cccc(C)c4nc32)cc1 (stereo unspecified)
  32	-23	i
97. Cc1cc(C)c2c(CN3CCN(Cc4ccc5c(c4)OCO5)CC3)cc(=O)oc2c1
  8	-40	i
98. CC1(C)CC(=O)C(/C=N/c2ncccc2C(=O)O)=C(O)C1
  5	-6	i
99. O=C(Nc1ccccc1C(=O)NCC1CCCO1)c1ccccc1 (stereo unspecified)
  12	-5	i
100. CCCCNC(=S)NCC(c1ccccc1)c1c[nH]c2ccccc12 (stereo unspecified)
  -1	-18	i
101. COc1ccc(NC(=O)COC(=O)CCc2ccc(S(=O)(=O)N3CCOCC3)cc2)c(OC)c1
  8	-24	.
102. CCOc1ccc(/C=c2\sc3nc(-c4ccco4)nn3c2=O)cc1OCC
  6	-19	i
103. O=C(c1cnn(C(=O)CN2CCCC2=O)c1)c1ccccc1O
  4	4	.
